# KB-3-1 tox – kills parental KB-3-1 adenocarcinoma cells; KB-3-1 viability, CellTiter-Glo ATP luminescence, 72 h; Potency, µM (doses to about 46.1 µM), for inactives: at the highest dose activity change, negative = cytotoxic, usual class: cytotoxic; 400,000 compounds, 1.4% hits; AID 1347075; note: potency is the fitted concentration of half-maximal effect; % is set by controls: 0 for no effect and ±100 for the full control effect; nearly all actives have a fitted effect of over 60% in size
#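 Using CellTiter-Glo luminescence, growth of non-resistant KB-3-1 adenocarcinoma cells is assessed 72 h after pin-tool compound addition at 37 °C. Normalized responses across the concentration series yield fitted curves.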
# IL1B secr inh – inflammasome signaling inhibition, IL-1 beta readout | THP-1 LPS/ATP IL-1B secretion, AlphaLISA, 16 h; stronger effect = lower value | activity change, % at 57.5 µM | 360,000 compounds, 4.7% hits | AID 743279; in the data active = activity change below about -50%; inconclusive = mostly about -30% to -49%; note: % is set by controls: 0 for no effect and ±100 for the full control effect
#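 Secreted IL-1B measured by AlphaLISA bead assay after 16 h compound exposure of THP-1 cells; compounds (final up to 57.5 uM) added 1 h before LPS (250 ng/mL) and ATP (1.25 mM) stimulation; lower signal means less secretion.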
# HT1080 IDH1KD tx – toxicity to HT-1080 IDH1 knockdown cells (counter line); HT-1080 IDH1 knockdown viability, ATP luminescence, 48 h; Potency, µM (titrated, usually from 46.1 µM), for inactives: at the top dose activity, negative = toxicity, most hits filed as cytotoxic; 360,000 compounds, 2% hits;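 note: potency is the fitted concentration of half-maximal effect; 0% = DMSO wells and -100% = cell-free medium wells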
#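 HT-1080-IDH1KD cells (IDH1 knocked down), 750/well in RPMI with 5% FBS, treated with compound 48 h at 37 degrees C. Viability by CellTiter-Glo luminescence, normalised to DMSO and no-cell wells; concentration-response curves classed.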
# ATXN2 expr inh – reduces ATXN2 reporter expression in HEK-293 cells. HEK-293 ATXN2-luciferase reporter, luminescence, 24 h. Potency, µM (top dose mostly 57 µM), inactives show at the top dose activity change, negative = inhibition, actives largely listed as inhibitors. 360,000 compounds, 0.72% hits; note: potency is the fitted concentration of half-maximal effect; % is set by controls: 0 for no effect and ±100 for the full control effect; nearly all actives have a fitted effect of over 55% in size
#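 qHTS (up to 57 uM final) was run with 24 h compound exposure of reporter cells at 37 °C. Each well was multiplexed: SteadyGlo luminescence measured ATXN2-luciferase expression after a fluorogenic Gly-Phe-AFC viability readout (25 uM final).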
# MCF10A rerep – DNA re-replication induction in MCF 10a cells | MCF 10A DNA re-replication, Hoechst nuclear intensity, 48 h | 350,000 compounds, 2.9% hits | Potency, µM (doses to about 46.1 µM), for the others: at the top dose activity, positive = re-replication, most hits filed as activators | AID 624296; note: potency is the fitted concentration of half-maximal effect; % of control where 0% means no effect; nearly all actives have a fitted effect of over 50% in size
# HT1080-NT tox – kills 2HG-producing HT-1080-NT fibrosarcoma cells; 360,000 compounds, 1.6% hits; HT-1080-NT fibrosarcoma viability, CellTiter-Glo ATP luminescence, 48 h; AID 686970; Potency, µM (highest dose often 46.1 µM), without a hit: at the top dose activity, negative = less viability, usual class: cytotoxic;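 note: NT is the 2HG producing partner of a matched IDH1 knockdown line; potency is the fitted concentration of half-maximal effect; 0% = DMSO-treated cells and -100% = media-only wells without cells; nearly all actives have a fitted effect of over 55% in size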
#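 Viability by CellTiter-Glo luminescence after 48 h compound exposure at 37C of HT-1080-NT cells (750/well, RPMI, 5% FBS). % activity scaled between DMSO wells and medium-only wells, then curve-fitted and categorized by curve class.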
# WRN inhibitor – inhibitors of human WRN helicase | 360,000 compounds, 0.46% hits | Q14191 | Potency, µM (highest dose often 114 µM), inactives show at the top dose activity change, negative = inhibition, hits mostly inhibitors | WRN helicase unwinding, fluorescent forked duplex, kinetic; note: potency is the fitted concentration of half-maximal effect; % is set by controls: 0 for no effect and ±100 for the full control effect; nearly all actives have a fitted effect of over 55% in size
# Target sequence (Q14191 whole entry, looked up): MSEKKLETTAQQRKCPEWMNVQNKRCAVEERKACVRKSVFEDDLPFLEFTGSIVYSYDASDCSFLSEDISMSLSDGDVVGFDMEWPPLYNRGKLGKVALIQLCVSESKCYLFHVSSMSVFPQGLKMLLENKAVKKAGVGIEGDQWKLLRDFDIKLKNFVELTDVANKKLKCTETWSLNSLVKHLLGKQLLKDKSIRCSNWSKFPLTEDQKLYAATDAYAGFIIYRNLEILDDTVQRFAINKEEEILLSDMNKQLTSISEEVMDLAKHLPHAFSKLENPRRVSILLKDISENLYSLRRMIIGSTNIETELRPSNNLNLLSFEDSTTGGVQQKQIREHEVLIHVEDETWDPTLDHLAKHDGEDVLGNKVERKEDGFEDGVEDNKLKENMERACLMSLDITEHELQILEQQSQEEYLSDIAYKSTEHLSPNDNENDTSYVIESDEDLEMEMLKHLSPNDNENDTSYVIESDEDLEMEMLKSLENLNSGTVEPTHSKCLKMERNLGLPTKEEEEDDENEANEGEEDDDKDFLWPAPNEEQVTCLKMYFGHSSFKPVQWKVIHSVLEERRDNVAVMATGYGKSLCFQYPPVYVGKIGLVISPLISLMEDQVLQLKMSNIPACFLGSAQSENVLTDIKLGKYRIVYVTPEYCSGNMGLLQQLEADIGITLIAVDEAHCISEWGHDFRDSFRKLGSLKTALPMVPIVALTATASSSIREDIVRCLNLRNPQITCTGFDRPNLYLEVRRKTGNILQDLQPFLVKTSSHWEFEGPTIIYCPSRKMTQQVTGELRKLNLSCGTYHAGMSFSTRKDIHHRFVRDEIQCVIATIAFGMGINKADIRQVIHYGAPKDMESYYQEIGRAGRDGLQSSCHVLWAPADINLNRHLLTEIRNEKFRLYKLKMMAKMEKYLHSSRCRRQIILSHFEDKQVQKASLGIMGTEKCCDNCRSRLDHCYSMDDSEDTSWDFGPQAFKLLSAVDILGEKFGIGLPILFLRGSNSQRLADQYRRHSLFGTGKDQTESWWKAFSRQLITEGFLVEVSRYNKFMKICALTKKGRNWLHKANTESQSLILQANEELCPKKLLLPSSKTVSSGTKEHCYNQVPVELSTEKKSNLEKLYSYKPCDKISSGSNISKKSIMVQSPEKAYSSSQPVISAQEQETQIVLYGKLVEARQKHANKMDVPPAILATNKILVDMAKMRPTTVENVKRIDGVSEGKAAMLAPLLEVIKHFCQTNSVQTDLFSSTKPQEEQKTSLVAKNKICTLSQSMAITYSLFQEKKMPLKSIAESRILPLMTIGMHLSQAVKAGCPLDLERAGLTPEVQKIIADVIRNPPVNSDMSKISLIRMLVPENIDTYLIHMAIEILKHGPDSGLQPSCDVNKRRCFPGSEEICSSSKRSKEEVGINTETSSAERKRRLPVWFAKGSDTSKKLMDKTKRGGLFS
#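 Enzyme (20 nM final) and test compound sit together 15 min at room temperature before substrate addition. Substrate is a single-forked duplex oligonucleotide (100 nM) labelled with fluorophore and quencher, with 2 mM ATP; helicase unwinding raises red fluorescence, read kinetically.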
# SW480 rereplic – induces DNA re-replication in SW480 colon adenocarcinoma cells; SW480 DNA re-replication, Hoechst DNA content imaging, 48 h; Potency, µM (highest dose often 46.1 µM), for inactives: at the highest dose re-replication activation, most hits filed as activators; 340,000 compounds, 1.8% hits; note: potency is the fitted concentration of half-maximal effect; % of control where 0% means no effect; nearly all actives have a fitted effect of over 55% in size
#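 Readout is total intensity of Hoechst-stained nuclei, excited at 405 nm and collected at 500-530 nm. Compound treatment lasted 48 hr at 37 C in 5% CO2 before staining.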
# KB-V1 MDR tox – KB-V1 MDR subline cytotoxicity | KB-V1 MDR cells viability, CellTiter-Glo, 72 h | Potency, µM (highest dose often 46.1 µM), without a hit: at the highest dose activity change, negative = cytotoxicity, hits mostly cytotoxic | 400,000 compounds, 3.4% hits | AID 1347076; note: potency is the fitted concentration of half-maximal effect; % is set by controls: 0 for no effect and ±100 for the full control effect; nearly all actives have a fitted effect of over 60% in size
#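 In this primary screen, KB-V1 cells overexpressing P-gp are incubated with library compounds (lowest to highest concentration) for 72 h at 37 degrees C before a luminescent ATP viability read.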
# Numbers without * were called inactive; ? = inconclusive; . = not tested or not shown; [ ] = another dose, or the depositor's remark. Unless noted, calls come from the whole dose curve; as a rule, active = well fitted curve in the direction sought with a large enough effect; inconclusive = small, poorly fitted or top-dose-only effect, or another doubt; inactive = no such curve, though single readings can be large; an effect the other way counts as inactive or inconclusive.
SMILES,KB-3-1 tox,IL1B secr inh,HT1080 IDH1KD tx,ATXN2 expr inh,MCF10A rerep,HT1080-NT tox,WRN inhibitor,SW480 rereplic,KB-V1 MDR tox
COc1cc(OC)cc(-c2nc(-c3ccc(Br)cc3)no2)c1,-4%,-14,-7%,14%,-1%,13%,-13%,12%,5%
CCN1C(=O)N[C@@H](c2cccc(C(F)(F)F)c2)C(C(C)=O)=C1C,?,7,20%,11%,3%,8%,-6%,0%,?
O=C(N/N=C/c1ccc(Br)cc1)c1ccc(F)cc1,9%,-12,6%,19%,-1%,21%,1%,-4%,-17%
O=C(CC1SC(N2CCCCC2)=NC1=O)Nc1cccc(C(F)(F)F)c1 (stereo not given),-3%,5,0%,-7%,-3%,-10%,-5%,3%,?
COc1ccc(-c2[nH]ncc2/C=N/NC(=O)c2ccncc2)c(OC)c1,18%,12,8%,2%,?,6%,-2%,-3%,5%
CN(c1ccc(OCC(=O)Nc2ccccc2C(=O)O)cc1)S(=O)(=O)c1ccc(Cl)cc1,.,3,?,27%,-6%,-30%,-36%,-1%,.
CCOC(=O)N1CCN(c2c(Nc3cc(C)[nH]n3)c(=O)c2=O)CC1,2%,14,-1%,8%,4%,0%,0%,8%,0%
CCCCN(C(=O)c1cccc(-c2ccc(OC(C)=O)cc2)c1)c1c(N)n(CCC)c(=O)[nH]c1=O,-7%,-2,-2%,.,-3%,0%,-7%,-3%,-2%
Cc1cccc(C2=NN(c3ccccc3)[C@@H](C(=O)N3CCOC3=O)[C@@H]2c2ccc(Cl)cc2)c1,-18%,26,-19%,7%,2.3µM*,-9%,-6%,26µM*,-17%
O=C(CN1C(=O)CCSc2ccc(S(=O)(=O)N3CCCC3)cc21)NCc1ccccc1Cl,22%,-10,0%,-4%,5%,4%,-2%,-2%,-7%
O=C(NCc1ccccn1)c1nnc(Cc2ccc(Cl)cc2)o1,-1%,-5,5%,0%,5%,1%,10%,-14%,-7%
Cn1cc(C(=O)N/N=C/c2c(O)ccc3ccccc23)ccc1=O,?,122,?,.,26µM*,?,-10%,-7%,0%
CCN1CCN(C(=O)c2ccc(CN(c3ccc(C)c(C)c3)S(C)(=O)=O)cc2)CC1,1%,-8,-3%,9%,?,1%,-1%,1%,-6%
Oc1ccc(-c2nccc(-c3ccc(F)cc3)n2)cc1,0%,-7,-27%,84%[activator],21%,-23%,-12%,27%,-1%
COc1ccc(NC(=O)C(c2ccccc2)N2CCN(c3ccccn3)CC2)cc1Cl (stereo not given),11%,-17,-1%,3%,-5%,-1%,7%,?,-4%
COc1ccc(NC(=O)N(C)C[C@H]2Oc3c(NC(=O)Nc4ccc5c(c4)OCO5)cccc3C(=O)N([C@H](C)CO)C[C@@H]2C)cc1,7%,-4,-3%,2%,23%,-1%,10%,4%,-10%
CCOC(=O)/C(C#N)=C/c1c(N2CCN(c3ccccc3)CC2)nc2c(C)cccn2c1=O,4%,105,12%,3%,?,15%,-2%,-12%,5%
O=C(Cc1ccccc1)N1CCCC1c1ccccc1 (stereo not given),-3%,32,1%,-4%,0%,1%,6%,1%,2%
COc1ccc([C@H]2/C=C\CN(Cc3ccc(N(C)C)cc3)[C@@H](C)C(=O)N2Cc2ccc(F)cc2)cc1,-16%,3,-2%,-20%,-7%,-1%,1%,-1%,18%
Cc1ccc(N2CCC(N3CCN(C)C(CCO)C3)CC2)cc1 (stereo not given),18%,8,-2%,-6%,?,1%,10%,-1%,?
COCCCNC(=S)N1CCCC(c2nc3cc(C)c(C)cc3[nH]2)C1 (stereo not given),11%,-11,-8%,9%,2%,-9%,-1%,1%,2%
COc1ccc(-c2ccc(OC)c(OC)c2OC)c(OC)c1OC,-18%,22,6%,-1%,-2%,0%,4%,-2%,23µM*
COc1ccc(C(=O)/C=C/c2ccc(OC(=O)c3cc(OC)c(OC)c(OC)c3)cc2)cc1,?,-83*,?,-21%,?,?,-7%,?,?
CCCCNCC(O)(c1ccc(Cl)cc1)c1ccc(Cl)cc1,-6%,-132*,18µM*,?,?,?,-13%,-20%,-17%
CN1CCCN(C(=O)CSc2ccccc2)CC1,2%,13,4%,6%,14%,1%,10%,1%,25%
CN1Cc2c(N3CCOCC3)nc3sc(C#N)c(N)c3c2CC1(C)C,15%,-23,1%,-14%,12%,7%,15%,-11%,14%
CN1CCN(NC(=O)c2cccc(C(F)(F)F)c2)CC1,9%,-5,17%,1%,-2%,25%,-1%,5.8µM*,22%
Cc1cc(F)ccc1-c1cc(C(=O)NCc2ccco2)[nH]n1,0%,?,1%,32%[activator],.,5%,-6%,.,1%
CC(C)=CCCC(C)NC(=O)NC1CCCCC1 (stereo not given),-21%,5,0%,4%,0%,-3%,-2%,1%[9.22 µM],1%
O=C(c1ccc(-c2ccccc2Cl)o1)N1CCCC(C(F)(F)F)C1 (stereo not given),-2%,-12,2%,.,6%,11%,-7%,-1%,-2%
O=C(COc1ccc(Cl)cc1)Nc1cccc(S(=O)(=O)NC2=NCCCCC2)c1,15%,-10,1%,0%,9%,5%,2%,-4%,-14%
CC1(C)CC(=O)C2=C(C1)OC(c1ccc(O)cc1)C(C#N)=C2N (stereo not given),-1%,-8,17%,-17%,-1%,19%,1%,1%,26%
COc1ccc(-c2nnc3n(CCc4ccccc4)c(=O)c4ccccc4n23)c(OC)c1,-12%,26,17%,-25%,21µM*,6%,0%,17%,?
O=C(CSc1c[nH]c2ccccc12)NCC1CCCO1 (stereo not given),10%,4,3%,-8%,-2%,9%,0%,1%,0%
CC(C)c1nc(SCC(=O)Nc2cccc(C(F)(F)F)c2)c2c(=O)n(C)c(=O)n(C)c2n1,-4%,0,2%,-27%,22%,13%,6%,-8%,-29%
COc1ccc(C(=O)CCN2CCN(c3ccc(OC)cc3)CC2)cc1,4%,-101*,?,-7%,?,?,-22%,?,-2%
CCS(=O)(=O)N1CCN(C(=O)c2ccccc2)CC1,9%,18,4%,2%,-1%,1%,4%,-1%,0%
O=C(CCn1c(=O)oc2ccccc21)Nc1ccc(N2CCOCC2)cc1,0%,4,15%,5%,8%,0%,5%,-1%,0%
CCOc1ccc(S(=O)(=O)N2CCN(c3ccc(OC)cc3)CC2)c2cccnc12,-3%,15,-1%,-5%,-6%,-6%,-3%,-1%,?
CCOC(=O)C1=C(c2ccccc2)NC(SCC(N)=O)=C(C#N)C1c1cccnc1 (stereo not given),21%,9,5%,21%,8%,-6%,-2%,-1%,24%
O=c1c2ccccc2oc2cc(OCc3cccc(F)c3)cc(O)c12,-1%,1,16%,-15%,-4%,5%,-22%,-10%,0%
COc1cc(C(=O)NCC(C)C)cc(OC)c1OC,1%,-14,8%,2%,5%,11%,-1%,-8%,?
Cc1ccc(NC(=O)Cn2c(=S)[nH]c3ccccc32)cc1,5%,14,1%,19%,16%,14%,-1%,2%,23%
COc1ccc(OC)c(CN2CCN(C(=O)c3ccc(S(=O)(=O)N4CCCCCC4)cc3)CC2)c1,-4%,?,-9%,.,.,-8%,9%,.,-7%
COc1cc(NS(=O)(=O)c2ccc(NC(C)=O)cc2)nc(OC)n1,-16%,22,6%,3%,-6%,12%,0%,-9%,0%
CCN(CC(=O)Nc1ccc(OC)cc1)C(=O)c1ccc2[nH]c3c(c2c1)CC(C)CC3 (stereo not given),?,?,-22%,-34%,1%,-18%,-7%,-28%,?
Cc1ccc(-c2nnc(Oc3ccc(NC(=O)c4ccccc4)cc3)c3ccccc23)cc1,?,-11,3%,-17%,8%,15%,4%,0%,?
CCC1(C)Cc2c(sc3nc(SCC(=O)c4ccccc4)[nH]c(=O)c23)CO1 (stereo not given),-5%,17,-12%,-3%,17%,-1%,-34%,3%,-7%
CS(=O)(=O)N(CC(=O)N1CCN(Cc2ccccc2)CC1)c1ccccc1F,-5%,-5,19%,-11%,6%,-3%,7%,20%,1%
COc1ccccc1NC(=O)c1nn(-c2ccc(OC(F)(F)F)cc2)ccc1=O,2%,-8,17%,7%,0%,13%,-6%,-5%,-16%
CCOC(=O)/C(C#N)=C/c1cc2ccccc2nc1Cl,-18%,56,?,3%,3%,-8%,-3%,?,13%
COc1ccccc1NC(=O)C1CCCN(c2cc(C)nc3ncnn23)C1 (stereo not given),-7%,-2,-5%,-1%,1%,-4%,4%,1%,-10%
C=CCn1c(SCC(=O)NC2CC2)nnc1-c1cccc(OC)c1,11%,2,1%,0%,1%,14%,2%,-4%,7%

# Full records, quoted from the list. Screens in order: KB-3-1 tox, IL1B secr inh, HT1080 IDH1KD tx, ATXN2 expr inh, MCF10A rerep, HT1080-NT tox, WRN inhibitor, SW480 rereplic, KB-V1 MDR tox
# CCOC(=O)/C(C#N)=C/c1cc2ccccc2nc1Cl across the screens: -18%, 56, ?, 3%, 3%, -8%, -3%, ?, 13%
# COc1ccccc1NC(=O)c1nn(-c2ccc(OC(F)(F)F)cc2)ccc1=O across the screens: 2%, -8, 17%, 7%, 0%, 13%, -6%, -5%, -16%
# COc1ccccc1NC(=O)C1CCCN(c2cc(C)nc3ncnn23)C1 (stereo not given) across the screens: -7%, -2, -5%, -1%, 1%, -4%, 4%, 1%, -10%
# Cc1ccc(-c2nnc(Oc3ccc(NC(=O)c4ccccc4)cc3)c3ccccc23)cc1 across the screens: ?, -11, 3%, -17%, 8%, 15%, 4%, 0%, ?
# CCC1(C)Cc2c(sc3nc(SCC(=O)c4ccccc4)[nH]c(=O)c23)CO1 (stereo not given) across the screens: -5%, 17, -12%, -3%, 17%, -1%, -34%, 3%, -7%
